CHRM1 agonist: activates human CHRM1 receptor. P11229. activation, % at 3 µM. 360,000 compounds, 0.33% hits. AID 588814. CHO-K1 hM1, Fluo-8 calcium fluorescence, agonist mode; 0% DMSO, 100% acetylcholine EC100;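 active = activation above the run's mean compound activation plus 3 SD, cut at about 16% in these data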;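 note: peak over basal fluorescence ratio within a 140 s kinetic read after compound addition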
Target sequence (P11229 whole entry, looked up): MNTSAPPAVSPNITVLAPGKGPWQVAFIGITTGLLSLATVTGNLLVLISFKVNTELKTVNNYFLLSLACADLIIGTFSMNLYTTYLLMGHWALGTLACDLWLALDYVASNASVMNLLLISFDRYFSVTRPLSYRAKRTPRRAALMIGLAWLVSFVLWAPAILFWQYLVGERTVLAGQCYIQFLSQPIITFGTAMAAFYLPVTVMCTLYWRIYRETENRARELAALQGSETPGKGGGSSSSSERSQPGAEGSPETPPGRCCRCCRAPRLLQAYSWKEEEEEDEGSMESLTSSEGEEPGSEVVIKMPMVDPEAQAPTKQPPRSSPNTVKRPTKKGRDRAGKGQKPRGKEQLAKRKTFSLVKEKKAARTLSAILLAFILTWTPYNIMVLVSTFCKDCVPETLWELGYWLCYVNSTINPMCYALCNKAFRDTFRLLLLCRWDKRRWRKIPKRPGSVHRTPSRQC
CHRM5 antagonist: antagonists of human muscarinic M5 receptor (CHRM5). inhibition, % at 3 µM. P08912. CHO-hM5 cells, Fluo-8 calcium fluorescence, ACh EC80. AID 624040. 360,000 compounds, 0.59% hits;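 active = inhibition above a per-plate cutoff, the mean of that plate's test compounds plus 3 SD, cut at about 27% in these data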;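 note: 0% = acetylcholine EC80 with DMSO and 100% = DMSO without agonist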
CHRM1 antagonist: blocks human M1 muscarinic receptor | inhibition, % at 3 µM | P11229 | 360,000 compounds, 1.3% hits | AID 588852 | CHO-K1 hM1, Fluo-8 calcium fluorescence, ACh EC80 antagonist;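 active = percent inhibition above its own plate's cutoff, namely the mean of that plate's compound wells plus 3 SD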;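 note: peak over basal fluorescence ratio during 140 s after agonist addition; 0% = ACh EC80 plus DMSO and 100% = DMSO alone without agonist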
CHRM5 PAM: potentiates acetylcholine response at human M5 receptor; P08912; CHO-K1 hM5, Fluo-8 calcium, ACh EC20 PAM; 0% = ACh EC20, 100% = ACh EC100; activation, % at 3 µM; 360,000 compounds, 0.3% hits; AID 624038;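 active = activation above the run cutoff, the mean activation of all test compounds plus 3 SD, cut at about 18% in these data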
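system = human M5 receptor in CHO-K1 cells | compound = one concentration, 3 µM final (nominal) | schedule = Post-acetylcholine fluorescence recording 140 s | signal = Fluo-8 calcium dye fluorescence, kinetic read | benchmarks = low control EC20 acetylcholine (0%), high control EC100 acetylcholine (100%) | repeats = singlicate, one well per test compound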
CHRM5 agonist: CHRM5 agonism in calcium assay. P08912. CHO-K1 hM5 cells, Fluo-8 calcium fluorescence; 0% DMSO wells, 100% maximal acetylcholine response. activation, % at 3 µM. 360,000 compounds, 0.19% hits. AID 624037;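 active = activation above the run's mean over test compounds plus 3 SD, cut at about 23% in these data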;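 note: signal is peak over basal fluorescence ratio across the kinetic read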
M4 ag: CHRM4 agonism in calcium assay | CHO-K1 hM4/Gqi5, Fluo-8 calcium fluorescence; vehicle 0%, full acetylcholine response 100% | activation, % at 3 µM | P08173 | 360,000 compounds, 0.14% hits | AID 624127;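 active = activation above the run mean over all test wells plus 3 SD, cut at about 32% in these data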;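 note: peak over basal fluorescence ratio per well then scaled between controls; 0% = DMSO wells and 100% = acetylcholine at EC100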
Target sequence (P08173 whole entry, looked up): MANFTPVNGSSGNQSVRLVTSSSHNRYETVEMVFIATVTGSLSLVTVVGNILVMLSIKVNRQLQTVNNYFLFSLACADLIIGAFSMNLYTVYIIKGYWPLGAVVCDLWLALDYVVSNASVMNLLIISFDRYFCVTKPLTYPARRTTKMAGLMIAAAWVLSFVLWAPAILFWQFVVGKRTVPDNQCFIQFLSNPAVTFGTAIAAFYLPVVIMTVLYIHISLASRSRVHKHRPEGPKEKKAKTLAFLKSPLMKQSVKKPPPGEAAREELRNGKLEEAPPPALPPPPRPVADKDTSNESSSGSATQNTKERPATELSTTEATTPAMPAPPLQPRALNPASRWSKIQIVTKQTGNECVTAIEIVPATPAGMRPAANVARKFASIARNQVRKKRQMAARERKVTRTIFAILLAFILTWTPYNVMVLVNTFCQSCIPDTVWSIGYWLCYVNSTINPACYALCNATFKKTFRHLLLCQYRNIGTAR
TAAR1 agonist: agonists of human TAAR1; Q96RJ0; CHO RD-HGA16 TAAR1, Fluo-8 calcium fluorescence; vehicle wells 0%, saturating PEA agonist 100%; activation, % at 3 µM; 360,000 compounds, 0.99% hits;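 active = activation above the mean activation of all test compounds in the run plus 3 SD, cut at about 38% in these data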
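Signal – calcium-sensitive Fluo-8 signal, excitation 470-495, emission 515-575 nm · System – RD-HGA16 (CHO) cells co-expressing Gα16 and hTAAR1 · Incubation – 17-24 h seeding, 75 min 37 °C dye, 30 min RT · Compound dosing – 3 µM single concentration · Repeats – no replicates (n 1)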
M4 antag: antagonists of human muscarinic M4 receptor (CHRM4); P08173; CHO-hM4 cells, ACh EC80, Fluo-8 calcium fluorescence; inhibition, % at 3 µM; 360,000 compounds, 0.73% hits; AID 624125;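 active = inhibition above its plate's cutoff, the mean inhibition of sample wells plus 3 SD, cut at about 27% in these data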;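 note: 0% = acetylcholine EC80 with DMSO and 100% = DMSO without agonist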
M1 PAM: positive allosteric modulators of human M1 muscarinic receptor | activation, % at 3 µM | P11229 | 360,000 compounds, 0.088% hits | CHO-K1 hM1, Fluo-8 calcium fluorescence, ACh EC20; 0% = ACh EC20, 100% = maximal ACh; in the data active = activation above about 19%, passing the limit was not always enough
Numbers without * were called inactive; · = no result given. Some of the compounds tested; rates above refer to the full screens.

#1 c1ccc(-c2csc(Nc3ncccn3)n2)cc1
#2 COc1ccc(NC(=O)c2cccc3c2C(=O)c2ccc(-c4cnc(OC)nc4)cc2S3(=O)=O)cc1
#3 COCCN(C(=O)c1csnn1)C(C(=O)NC1CCCCC1)c1ccccc1F (stereo unspecified)
#4 Cc1cc(/C=N/n2cnnc2)c(C)n1-c1ccc(OCc2ccccc2F)cc1
#5 Cc1cc[n+](CC(=O)c2cccs2)cc1
#6 CCC1CCC(NC(=O)Nc2cccc(OC)c2)CC1 (stereo unspecified)
#7 O=C(N[C@@H](Cc1ccccc1)C(=O)O)c1ccc(C(F)(F)F)cc1
#8 CN(C)S(=O)(=O)c1cccc(NC(=O)CCNC(=O)Nc2ccccc2)c1
#9 COc1ccc(C(CNC(=O)C(C)(C)Oc2ccc(Cl)cc2)N2CCCC2)cc1 (stereo unspecified)
#10 CCOC(=O)N1CCN(c2nc3ccccn3c(=O)c2C=O)CC1
entry no. | 1 | 2 | 3 | 4 | 5 | 6 | 7 | 8 | 9 | 10
CHRM1 agonist | -3 | 5 | -3 | -9 | -8 | -7 | -2 | -6 | -8 | -3
CHRM5 antagonist | -4 | -5 | 10 | 29* | 10 | 6 | 8 | -6 | 10 | 10
CHRM1 antagonist | -6 | 12 | -8 | 45* | -8 | -2 | -4 | -10 | -1 | -20
CHRM5 PAM | -2 | 5 | 1 | -21 | 0 | -5 | -3 | 0 | -22 | 0
CHRM5 agonist | 0 | -3 | -2 | -1 | -1 | -2 | 1 | 0 | -12 | -1
M4 ag | 1 | 4 | 2 | 8 | 1 | 2 | 0 | 1 | 3 | 1
TAAR1 agonist | 2 | 11 | 0 | 14 | 6 | 0 | 2 | 1 | 2 | -1
M4 antag | -2 | 8 | 15 | 31* | 0 | -3 | 6 | -21 | -8 | 18
M1 PAM | 6 | 7 | 6 | -27 | 7 | 1 | 7 | 9 | -2 | 13

#11 CCCC1(CCC)NC(=O)N(CC(=O)c2cc(C)n(-c3ccc4c(c3)OCO4)c2C)C1=O
#12 O=C1NC(=O)c2cc(NC(=O)c3cccc4ccccc34)ccc21
#13 NNC(=O)c1cc(C23CC4CC(CC(C4)C2)C3)[nH]n1
#14 Cc1nc2nc(SCC(=O)C(C)(C)C)[nH]c2cc1Br
#15 CCOc1ccc(-n2c(-c3ccc(Br)cc3)c[n+]3c2CCCCC3)cc1
#16 Cc1cccc(/C=N/n2c(C)nnc2C)c1
#17 CN(c1ccc(C(=O)N2CCN(Cc3ccccc3)CC2)cc1)S(=O)(=O)c1ccc(Cl)cc1
#18 NS(=O)(=O)c1ccc(NC(=O)CN(C(=O)C(F)(F)F)C2CCCC2)cc1
#19 O=C1Nc2ccccc2-n2nnnc2C1N1CCN(CCN2CCOCC2)CC1 (stereo unspecified)
#20 CN(C)CCCNC(=O)C[C@H]1C[C@H](C(=O)N2CCOCC2)[C@@]2(C)c3[nH]c4cc(CCC(=O)N(C)C)ccc4c3CCN2C1=O
entry no. | 11 | 12 | 13 | 14 | 15 | 16 | 17 | 18 | 19 | 20
CHRM1 agonist | -4 | -3 | 3 | -2 | -12 | -2 | -3 | -1 | · | -5
CHRM5 antagonist | -3 | -1 | 0 | -3 | 7 | 3 | -3 | 4 | 2 | 9
CHRM1 antagonist | 9 | -9 | -7 | -18 | 30* | -4 | 2 | -11 | · | -15
CHRM5 PAM | 3 | -5 | 1 | -6 | -4 | -9 | -3 | 1 | -1 | -5
CHRM5 agonist | 0 | 0 | 1 | 0 | -8 | -3 | -5 | 1 | -5 | 0
M4 ag | 2 | 1 | -1 | 3 | 2 | 1 | 9 | 1 | 1 | -1
TAAR1 agonist | 12 | 0 | -1 | 11 | 9 | 6 | -1 | 4 | 1 | 1
M4 antag | -3 | 8 | 8 | -4 | 14 | 7 | 2 | -8 | 3 | 2
M1 PAM | 1 | 6 | 6 | -5 | -27 | -10 | -4 | 6 | · | 6

#21 Cc1ccccc1OCCC(=O)N(CC(=O)Nc1ccccc1C(F)(F)F)Cc1ccco1
#22 CC(NC(=S)Nc1ccccc1C(F)(F)F)C1CC2CCC1C2 (stereo unspecified)
#23 COc1ccccc1NC(=O)C(=O)NCC(c1ccco1)N1CCc2ccccc21 (stereo unspecified)
#24 CCOc1ccc(S(=O)(=O)N2CCN(C(=O)c3cc(C4CC4)nn3-c3ccccc3)CC2)cc1
#25 O=c1cc(CN2CCN(S(=O)(=O)c3ccccc3[N+](=O)[O-])CC2)nc2sccn12
#26 O=C(CN(C(=O)CCC(=O)Nc1nccs1)c1ccc(F)c(Cl)c1)NCC1CCCO1 (stereo unspecified)
#27 O=S(=O)(c1ccc(Cl)cc1)N1CCN(CCc2ccncc2)CC1
#28 O=C(NCc1ccc(F)cc1F)[C@@H]1CCCN1C(=O)[C@@H]1CCCN1C(=O)c1ccc(Cl)cc1
#29 CC1CC(C)CN(S(=O)(=O)c2ccc(NC(=O)C3CSC4(C)CCC(=O)N34)cc2)C1 (stereo unspecified)
#30 CCC(Oc1ccccc1)C(=O)OCC(=O)N(CC)c1c(N)n(Cc2ccccc2)c(=O)[nH]c1=O (stereo unspecified)
entry no. | 21 | 22 | 23 | 24 | 25 | 26 | 27 | 28 | 29 | 30
CHRM1 agonist | 1 | 2 | -2 | -7 | -7 | -5 | -5 | · | -7 | -4
CHRM5 antagonist | 11 | 0 | -23 | 7 | 8 | 10 | 17 | 6 | -3 | 7
CHRM1 antagonist | -10 | -8 | -20 | 69* | -10 | -9 | -11 | · | 2 | 1
CHRM5 PAM | -9 | -1 | 7 | -27 | 3 | 0 | -4 | -3 | -3 | 5
CHRM5 agonist | -2 | -6 | -2 | -8 | -6 | -2 | -1 | -3 | -6 | -1
M4 ag | 7 | 5 | -1 | 7 | 2 | 2 | 1 | 0 | 2 | 0
TAAR1 agonist | 3 | 3 | 0 | -1 | 6 | -3 | -2 | 1 | 3 | 2
M4 antag | -4 | -10 | -17 | -3 | 0 | -3 | 3 | 2 | -4 | 2
M1 PAM | 13 | 12 | 11 | -26 | 9 | 9 | 16 | · | -2 | 0

#31 C/C(=N\NS(=O)(=O)c1cccc([N+](=O)[O-])c1)c1cc2ccccc2o1
#32 COc1ccc(C(=S)N2CCCCC2)cc1Br
#33 CN(Cc1ccc(Cl)cc1)C(=O)c1ccc(S(=O)(=O)NCc2ccco2)cc1
#34 COc1ccc(NC(=O)CSc2nnc(-c3cccnc3)o2)c(OC)c1
#35 COc1ccc(NC2CC(=O)N(c3cc([N+](=O)[O-])ccc3C)C2=O)cc1 (stereo unspecified)
#36 CCOC(=O)c1c(NC(=O)CSc2nnc(CNC(=O)c3ccco3)n2C)sc2c1CCC2
#37 Cc1nc2c(C)cccc2cc1C(=O)N/N=C/c1ccc(O)cc1
#38 COc1ccc(CNC(=O)CS(=O)Cc2nc(-c3ccc(OC)c(OC)c3)oc2C)cc1 (stereo unspecified)
#39 CCCC(C(=O)NCc1ccccc1)N(C(=O)Cn1nnc(-c2cccs2)n1)c1ccc2c(c1)OCCO2 (stereo unspecified)
#40 O=C(Nc1ccc(S(=O)(=O)N2CCCC2)cc1)Nc1ccc(F)cc1F
entry no. | 31 | 32 | 33 | 34 | 35 | 36 | 37 | 38 | 39 | 40
CHRM1 agonist | -3 | -14 | 0 | -2 | 0 | -14 | -9 | -2 | -3 | -2
CHRM5 antagonist | 4 | -8 | 1 | 0 | 3 | -3 | 4 | -16 | 5 | 10
CHRM1 antagonist | 3 | -3 | -12 | -4 | -8 | -7 | -11 | -14 | 3 | 19
CHRM5 PAM | 5 | 6 | -7 | 5 | 2 | 5 | -2 | 15 | -8 | -21
CHRM5 agonist | 3 | -6 | 4 | -3 | 2 | -3 | -3 | 1 | -5 | 2
M4 ag | 3 | 0 | 5 | 0 | 3 | -2 | 0 | 2 | 0 | 19
TAAR1 agonist | 1 | 5 | 10 | 1 | 1 | 8 | 1 | 0 | 14 | 10
M4 antag | -1 | 0 | -9 | -7 | -16 | 1 | 8 | -3 | -6 | 7
M1 PAM | 11 | 10 | 8 | 5 | 9 | 3 | 8 | 13 | 1 | -14

#41 Cc1n[nH]c(=S)n1/N=C/c1ccc(OCc2ccc(Cl)cc2)cc1
#42 O=C(CSc1nnc(CNC(=O)c2ccc(F)cc2)o1)NCC1CCCO1 (stereo unspecified)
#43 COc1ccc(CCNC(=O)Nc2ccc3nc([C@@H]4O[C@H](CO)[C@@H](O)[C@H](O)[C@H]4O)[nH]c3c2)cc1Br
#44 O=C(O)c1ccc(-n2c(-c3ccccc3)n[nH]c2=S)cc1
#45 COc1cccc(CN(C(=O)c2cccs2)C2CCS(=O)(=O)C2)c1 (stereo unspecified)
entry no. | 41 | 42 | 43 | 44 | 45
CHRM1 agonist | -3 | -1 | -2 | -4 | -2
CHRM5 antagonist | 1 | 7 | 2 | 11 | 4
CHRM1 antagonist | 2 | -3 | -8 | -3 | 0
CHRM5 PAM | -1 | -3 | 1 | -2 | 0
CHRM5 agonist | -3 | -3 | 3 | 2 | -5
M4 ag | -1 | 1 | 1 | 0 | -1
TAAR1 agonist | -1 | 1 | 0 | 8 | 0
M4 antag | 4 | 8 | 3 | 2 | -21
M1 PAM | 1 | 6 | 5 | 5 | 1

Screens from PubChem.
